Source: PubChem BioAssay (National Center for Advancing Translational Sciences (NCATS))
TDP1 cell noCPT: qHTS for Inhibitors of human tyrosyl-DNA phosphodiesterase 1 (TDP1): qHTS in cells in absence of CPT; actives 15% (n = 420,000); DT40 Tdp1-/- hTDP1 cells, no CPT, ATP luminescence, 48 h; AID 686978, 2013; Potency, µM (top dose mostly 46.2 µM), for the others: at the top dose activity change, negative = growth inhibition, most hits filed as inhibitors; further: nearly all actives have a fitted effect of over 55% in size
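Readout: luminescence from CellTiter-Glo after 30 min in the dark at RT. Cells: DT40 Tdp1-/- with stable hTDP1, 400/well. Exposure: compounds alone, ≥48 hr, 37 °C.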
TDP1 block: qHTS Assay for Inhibitors of Tyrosyl-DNA Phosphodiesterase (TDP1). Tyrosyl-DNA phosphodiesterase 1 (Homo sapiens), Q9NUW8. recombinant TDP1, AlphaScreen DNA substrate cleavage. Potency, µM (series often up to 130 µM), for the others: at the top dose activity change, negative = inhibition, usual class: inhibitors. actives 0.28% (n = 350,000); further: nearly all actives have a fitted effect of over 40% in size
Target sequence (Q9NUW8 whole entry, looked up): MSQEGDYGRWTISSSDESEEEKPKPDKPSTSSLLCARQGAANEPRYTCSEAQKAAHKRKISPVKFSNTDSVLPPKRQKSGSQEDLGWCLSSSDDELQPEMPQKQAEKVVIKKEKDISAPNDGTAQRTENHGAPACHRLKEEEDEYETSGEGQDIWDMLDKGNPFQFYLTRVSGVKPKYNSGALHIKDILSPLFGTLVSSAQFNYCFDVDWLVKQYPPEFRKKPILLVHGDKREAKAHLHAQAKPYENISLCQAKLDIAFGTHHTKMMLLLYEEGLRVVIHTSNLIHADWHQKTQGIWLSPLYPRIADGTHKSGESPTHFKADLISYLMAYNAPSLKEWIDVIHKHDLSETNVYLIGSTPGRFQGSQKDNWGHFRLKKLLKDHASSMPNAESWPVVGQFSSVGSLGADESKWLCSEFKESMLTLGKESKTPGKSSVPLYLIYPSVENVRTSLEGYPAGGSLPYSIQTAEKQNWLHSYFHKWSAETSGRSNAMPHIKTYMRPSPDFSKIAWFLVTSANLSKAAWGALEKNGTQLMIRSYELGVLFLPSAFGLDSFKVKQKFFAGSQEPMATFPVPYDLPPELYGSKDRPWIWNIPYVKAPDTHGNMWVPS
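AlphaScreen read-out: signal falls as enzyme removes the 3' tyrosine-FITC from a 5'-biotinylated DNA oligo (15 nM, 5 min, RT). Enzyme was E. coli-made recombinant Tdp1 at 1 nM, exposed to compound for 15 min beforehand; beads 10 ug/ml, 10 min.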
TDP1 cell CPT: qHTS for Inhibitors of human tyrosyl-DNA phosphodiesterase 1 (TDP1): qHTS in cells in presence of CPT. chicken DT40 Tdp1-/-;hTDP1 cells + 20 nM CPT, ATP luminescence, 48 h. Potency, µM (doses to about 46.2 µM), for inactives: at the highest dose activity change, negative = growth inhibition, usual class: inhibitors. actives 12% (n = 420,000). AID 686979, 2013; further: nearly all actives have a fitted effect of over 55% in size
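Chicken DT40 Tdp1-/- cells complemented with human TDP1, 400 cells/well, exposed to compounds plus 20 nM camptothecin for at least 48 h at 37 C; viability read as ATP content by CellTiter-Glo luminescence.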
Numbers without * were called inactive; ? = inconclusive; nt = no result given; & = joins results of further samples; [ ] = dose if it differs, or a comment. The call rests on the fitted dose curve; in most records, active means well fitted curve in the direction sought with a large enough effect; inconclusive means small, poorly fitted or top-dose-only effect, or another doubt; inactive means no such curve, though single readings can be large; an effect the other way counts as inactive or inconclusive. On the % scale 0 is the no-effect control and ±100 the full control effect; potency means the concentration at half of the fitted maximal effect. The list is partial, so the mix of outcomes need not match the whole.

SMILES	TDP1 cell CPT	TDP1 block	TDP1 cell noCPT
CC(C(=O)c1ccc2ccccc2c1)N1CCCCC1 (configuration not stated)	-1.9%	4.8%	-28.0%
CCOP(=O)(OCC)C(NC(=O)c1ccc(C)cc1)=C(Cl)Cl	1.9%	-4.6%	-3.0%
O=C(O)[C@@H]1Cc2[nH]cnc2C(c2cccnc2)N1 (some centres not stated)	10.5%[9.04 µM]	10.0%	3.5%[9.04 µM]
CCN(CC)P(=O)(Oc1cccc(C)c1)N(CC)CC	?	1.9%	?
CC(C)CCn1c(=O)c(C(=O)NCc2ccco2)c(O)c2ccccc21	?	nt	9.2µM*
Cc1cccc(C)c1OC(=O)Cc1ccccc1	-15.7%	0.0%	-22.4%
COc1ccccc1CN1CCNCC1	-10.1%	nt	3.2%
NC(=NCc1ccc(Cl)cc1)SCCCc1cnc[nH]1	21.1µM*	19.5%&11.9%	?
CC(C)c1ccccc1OCC(=O)N1CCCN(C)CC1	24.3%	2.8%	12.9%
CN1C2CCC1CC(C(=O)OC(CO)c1ccccc1)C2 (configuration not stated)	9.1%[9.04 µM]	2.5%	0.5%[9.04 µM]
O=C(NC(Cc1cnc[nH]1)C(=O)O)c1ccccc1 (configuration not stated)	-12.4%	2.7%	6.6%
CCCC1C(C#N)=C(N)Oc2c1c(=O)oc1ccccc21 (configuration not stated)	11.0%	-0.2%	1.4%
c1ccc(CCN2CCC(N3CCN(c4ccccc4)CC3)CC2)cc1	1.7%	6.1%	-14.0%
CN1Cc2ccccc2[C@@H]2c3cccc4[nH]cc(c34)C[C@H]21	5.17µM*	13.4%	5.8µM*
CC(C)(C)N1CC(C(=O)c2ccccc2)C1c1ccccc1 (configuration not stated)	-21.1%	nt	-3.0%
COc1cc(/C=C/C(=O)c2c(O)n(CCc3ccccc3)c(=O)[nH]c2=O)ccc1O	13µM*	3.2%	10.3µM*
Nc1c(Br)cc([N+](=O)[O-])cc1[N+](=O)[O-]	-7.6%	2.3%&14.4%	-25.0%
Cn1c(O)c(C=NC2CCCCCC2)c(=O)[nH]c1=S	-17.0%	-2.7%	14.7%
CC(C)(C)C(=O)C(Oc1ccc(Cl)cc1)n1cncn1 (configuration not stated)	14.2%&-28.3%	9.3%[56.1 µM]	-26.9%&-19.6%
CC(N)Cc1c[nH]c2ccc(O)cc12 (configuration not stated)	-1.4%&-6.7%	9.0%[56.1 µM]	-3.9%&8.1%
COc1ccc(-n2nnnc2C(C2CC2)N2CCC3(CC2)C(=O)NCN3c2ccccc2)cc1 (configuration not stated)	?	nt	?
O=C1NC(=O)C(=Cc2ccc(-c3ccc(S(=O)(=O)N4CCOCC4)cc3)o2)C(=O)N1	?	nt	?
CCC1/C=C/C=CCC(C)C(O)[C@@](C)(O)C(=O)C(C)C(O)C(C)C(=O)C(C)C(O)C(C)C=CC(=O)O[C@H]2C(C)C(CC1)O[C@]1(CCC(C)C(CC(C)O)O1)C2C (some centres not stated)	0.0073µM*	16.4%[56.1 µM]	0.0058µM*
CS(=O)(=O)c1ccc(C2=C(CNC(=O)c3ccc([N+](=O)[O-])cc3)[C@H]3CC[C@@H](C2)N3Cc2ccccc2)cc1	-17.8%	nt	-25.6%
Fc1ccccc1CN1CCN(c2ccc(Cl)cc2)CC1	-0.9%	nt	-7.4%
O=c1[nH]c(=O)n(-c2cccc3ccccc23)c(O)c1/C=N/N1CCCCC1c1cccnc1 (configuration not stated)	-20.0%	2.8%	-27.9%
Cc1csc2nc(COC(=O)c3ccccc3NC(=O)c3ccc(F)cc3)cc(=O)n12	?	-3.8%	?
COc1ccc(C(C)=O)cc1CC(C(=O)c1ccc(C)c(C)c1)N(C)C (configuration not stated)	9.3%	5.4%	-20.3%
COc1ccccc1NC(=O)c1cn(CCC#N)nc1-c1cccc(Cl)c1	?	nt	?
CC(Cc1ccsc1)NCc1cn[nH]c1-c1ccc(F)cc1F (configuration not stated)	?	0.0%	?
FC(F)(F)c1ccccc1CNCCc1c[nH]c2ccccc12	?	nt	14.6µM*
O=C(c1cc(-c2ccccc2)nc2ccccc12)N1CCC2(CC1)OCCO2	?	1.9%	?
Cc1cc(OCc2ccc([N+](=O)[O-])cc2)c2c3c(c(=O)oc2c1)CCCC3	-19.4%	2.5%	?
NCC(O)c1cc(O)c(O)cc1F (configuration not stated)	-1.6%	nt	-0.7%
Cc1cc(OCC(=O)NCc2cccnc2)c2c3c(c(=O)oc2c1)CCCC3	?	6.4%	?
N#Cc1ccc(NC(=S)N2Cc3ccccc3-n3nncc3C2)cc1	-26.0%	nt	?
CN1CCC(N(C)c2ccc(C(N)=O)cc2[N+](=O)[O-])CC1	8.0%	2.2%	-21.9%
O=C(Nc1ccccc1)N1Cc2ccccc2-n2nncc2C1	12.7%	nt	18.7%
COC(=O)C1=C(c2c(C)noc2C)C[C@@H]2CC[C@H]1N2C(=O)N1CCCC1	-1.9%	-0.8%	3.0%
CC1CCN(C(=O)C(C)Cl)CC1 (configuration not stated)	4.1%	-2.5%	3.0%
Cn1c(=O)cc(OCC(=O)N2CCN(Cc3ccc4c(c3)OCO4)CC2)c2ccccc21	?	0.0%	?
CCOC(=O)CC(NC(=O)C(Cc1ccc(N(CCCl)CCCl)cc1)NC(C)=O)C(=O)OCC (configuration not stated)	1.46µM*	-13.9%	0.517µM*
N#Cc1c(/N=C/C2C(=O)NC(=S)NC2=O)sc2c1CCCC2	7.1%	nt	1.5%
CCCCCn1c(=O)c(C(=O)Nc2ccccn2)c(O)c2ccccc21	3.66µM*	nt	4.61µM*
Cc1ccc(N(C)C(=O)Oc2cccc3cccnc23)cc1	-8.6%	2.2%	-13.9%
O=C1NC(=O)N(c2ccccc2)C(=O)/C1=C\c1ccccc1[N+](=O)[O-]	23.1µM*	nt	-24.2%
C1CN(P2(N3CC3)=NP(N3CC3)(N3CC3)=NP(N3CC3)(N3CC3)=N2)CCO1 (configuration not stated)	0.581µM*	nt	1.3µM*
N#Cc1ccc(N2CCNCC2)c(F)c1	-4.5%	3.0%	-12.9%
CCCCC1(CCO)C(=O)NC(=S)NC1=O	24.3%	nt	-1.2%
COC(=O)C1=C(c2c(C)noc2C)C[C@@H]2CC[C@H]1N2C(=O)NCC1CC1	2.9%	-3.2%	1.7%
CCN(CC)c1ccc(N=Cc2c(O)n(Cc3ccccc3)c(=O)[nH]c2=O)cc1	16.4µM*	-5.7%&2.5%	9.2µM*
COc1cc2c(c(OC)c1OC)-c1ccc(O)cc1[C@@H](NC(C)=O)CC2	0.231µM*	-1.7%	0.164µM*
CCCNC(=O)N1CCC2(CC1)OCCO2	2.6%	-5.5%	-20.6%
COc1cc(CC2(CCc3ccncc3)C(=O)N(C)C(=O)N(C)C2=O)cc(OC)c1OC	4.2%	nt	1.4%
CN1CCC(O)(c2ccccc2)C2CCCC21 (configuration not stated)	-2.9%	-2.2%	-35.8%
O=S(=O)(O)C(F)(F)C(F)(F)C(F)(F)C(F)(F)F	13.6%[92.5 µM]	nt	-14.9%[92.5 µM]
Cc1nc2ccccc2c(=O)n1-c1cccc([N+](=O)[O-])c1	4.7%	nt	-7.1%
COc1ccccc1N1CCN(Cc2ccc(F)cc2)CC1	-23.6%	2.5%	-29.2%
CCCCCCCCCCCCCC(=O)OC1C(C)[C@@]2(O)C(C=C(CO)C[C@]3(O)C(=O)C(C)=C[C@H]23)[C@@H]2C(C)(C)[C@]12OC(C)=O (some centres not stated)	?	9.6%[56.1 µM]	?
Clc1ccc(C2NCCc3[nH]cnc32)cc1 (configuration not stated)	-8.7%	-1.8%	1.5%

A draw from above in order of SMILES length, ascending.
SMILES	TDP1 cell CPT	TDP1 block	TDP1 cell noCPT
N#Cc1ccc(N2CCNCC2)c(F)c1	-4.5%	3.0%	-12.9%
CCCCC1(CCO)C(=O)NC(=S)NC1=O	24.3%	nt	-1.2%
CCN(CC)P(=O)(Oc1cccc(C)c1)N(CC)CC	?	1.9%	?
CN1C2CCC1CC(C(=O)OC(CO)c1ccccc1)C2 (configuration not stated)	9.1%[9.04 µM]	2.5%	0.5%[9.04 µM]
Cn1c(O)c(C=NC2CCCCCC2)c(=O)[nH]c1=S	-17.0%	-2.7%	14.7%
O=C(O)[C@@H]1Cc2[nH]cnc2C(c2cccnc2)N1 (some centres not stated)	10.5%[9.04 µM]	10.0%	3.5%[9.04 µM]
CN1CCC(N(C)c2ccc(C(N)=O)cc2[N+](=O)[O-])CC1	8.0%	2.2%	-21.9%
CC(C)CCn1c(=O)c(C(=O)NCc2ccco2)c(O)c2ccccc21	?	nt	9.2µM*
Cc1cc(OCC(=O)NCc2cccnc2)c2c3c(c(=O)oc2c1)CCCC3	?	6.4%	?
COc1cc2c(c(OC)c1OC)-c1ccc(O)cc1[C@@H](NC(C)=O)CC2	0.231µM*	-1.7%	0.164µM*
Cc1csc2nc(COC(=O)c3ccccc3NC(=O)c3ccc(F)cc3)cc(=O)n12	?	-3.8%	?
C1CN(P2(N3CC3)=NP(N3CC3)(N3CC3)=NP(N3CC3)(N3CC3)=N2)CCO1 (configuration not stated)	0.581µM*	nt	1.3µM*

New compounds follow:
SMILES	TDP1 cell CPT	TDP1 block	TDP1 cell noCPT
CC(=O)Nc1ccc2c(c1)CC1(C(=O)N(C)C(=O)N(C)C1=O)C1CCCN21 (configuration not stated)	3.4%	8.6%	-22.3%
COc1ccc2[nH]c3c(c2c1)CCN=C3C	-12.0%	15.2%[56.1 µM]	-3.3%
COc1ccc(Nc2nc(NC(C)C)nc3ccsc23)cc1OC	18.4µM*	nt	18.4µM*
CO[C@H]1CC=C2CCN3CCC4=C(CC(=O)OC4)[C@]23C1	10.1%&7.2%	6.9%[56.1 µM]	5.2%&-4.0%
O=C(c1ccc(Cl)cc1)C1CCCN(Cc2ccc3ncccc3c2)C1 (configuration not stated)	14.6µM*	7.6%	16.4µM*
C[C@]12CCC(OC(=O)CCC(=O)O)CC1=CCC1C2CC[C@]2(C)C(=O)CCC12 (some centres not stated)	2.7%	nt	-22.1%
Cc1ccc(OCCSC2=NN2c2cc(C)nc(N)n2)cc1	-4.0%	4.8%	-20.7%
COc1cccc(CN2CC=C(c3ccc(F)cc3)CC2)c1	-1.4%	nt	-9.2%
COP(=S)(OC)Oc1ccc(Sc2ccc(OP(=S)(OC)OC)cc2)cc1	?	nt	?
COc1ccc(N2C(=O)/C(=C/c3cccs3)C(=O)NC2=S)cc1	5.17µM*	-5.2%	3.66µM*
CN1CCc2cc3c(cc2C1)OCO3	-10.2%	nt	-12.0%
CCCNC(=O)N1[C@H]2CC[C@@H]1C(C(=O)OC)=C(c1cccc(OC)c1OC)C2	-21.3%	nt	-7.8%
CCC1(CCC(C)C)C(=O)NC(=O)N(c2ccccc2)C1=O (configuration not stated)	-25.8%	nt	?
C=CCn1c(=O)c(C=Nc2cccc([N+](=O)[O-])c2)c(O)n(CCCC)c1=O	2.3%	6.0%	-9.6%
CCc1c(C)nc(N)nc1N1N=C1SC	-0.7%	-0.7%	-13.6%
Cc1cc(NC(=O)COC(=O)c2c(C)nn(Cc3ccccc3)c2Cl)no1	-14.4%	5.7%	-17.9%
CCOC(=O)c1c(C)[nH]c(C)c1S(=O)(=O)N1CCC(C(=O)N2CCN(c3cccc(Cl)c3)CC2)CC1	?	-1.5%	?
COc1cccc(C2=NOC(C(=O)N3CCC4(CC3)OCCO4)C2)c1 (configuration not stated)	-0.9%	2.9%	?
CCCCOCCCN1C(C)=CC(=C2C(=O)NC(=S)NC2=O)C=C1C	-1.2%	-1.2%	18.1%
